Source: PubChem BioAssay
ATXN2 expr inh: inhibitors of ATXN2 expression. 360,000 tested, 0.72% active. HEK-293 ATXN2-luciferase reporter, luminescence, 24 h. Potency, µM (titrated, usually from 57 µM), inactives show at the top dose activity change, negative = inhibition, usual class: inhibitors; note: potency is the fitted concentration of half-maximal effect; % is set by controls: 0 for no effect and ±100 for the full control effect; nearly all actives have a fitted effect of over 55% in size
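qHTS (up to 57 uM final) was run with 24 h compound exposure of reporter cells at 37 °C. Each well was multiplexed: SteadyGlo luminescence measured ATXN2-luciferase expression after a fluorogenic Gly-Phe-AFC viability readout (25 uM final).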
HT1080-NT tox: kills 2HG-producing HT-1080-NT fibrosarcoma cells; HT-1080-NT fibrosarcoma viability, CellTiter-Glo ATP luminescence, 48 h; AID 686970; 360,000 tested, 1.6% active; Potency, µM (series often up to 46.1 µM), inactives show at the top dose activity, negative = less viability, most hits filed as cytotoxic;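 note: NT is the 2HG producing partner of a matched IDH1 knockdown line; potency is the fitted concentration of half-maximal effect; 0% = DMSO-treated cells and -100% = media-only wells without cells; nearly all actives have a fitted effect of over 55% in size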
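Viability of the 2HG-overproducing fibrosarcoma line after 48 hours of compound exposure at 37 degrees C was determined by luminescence with CellTiter-Glo, and concentration-effect curves were then fitted and categorized.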
KB-3-1 cytotox: kills parental KB-3-1 adenocarcinoma cells. KB-3-1 viability, CellTiter-Glo ATP luminescence, 72 h. Potency, µM (titrated, usually from 46.1 µM), for inactives: top-dose activity change, negative = cytotoxic, hits mostly cytotoxic. 400,000 tested, 1.4% active; note: potency is the fitted concentration of half-maximal effect; % is set by controls: 0 for no effect and ±100 for the full control effect; nearly all actives have a fitted effect of over 60% in size
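Cytotoxicity measured as CellTiter-Glo luminescence after 72 h at 37 C. Compound titrations were pinned onto drug-naive KB-3-1 parental adenocarcinoma cells grown in DMEM with 10% FBS, and normalized data fitted to concentration-response curves.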
KB-V1 MDR tox: KB-V1 MDR subline cytotoxicity | KB-V1 MDR cells viability, CellTiter-Glo, 72 h | Potency, µM (titrated, usually from 46.1 µM), for the others: top-dose activity change, negative = cytotoxicity, most hits filed as cytotoxic | 400,000 tested, 3.4% active; note: potency is the fitted concentration of half-maximal effect; % is set by controls: 0 for no effect and ±100 for the full control effect; nearly all actives have a fitted effect of over 60% in size
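qHTS viability screen in drug-selected KB-V1 MDR cells: 72 h compound treatment at 37 degrees C, ATP luminescence end point.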
MCF10A rerep: DNA re-replication induction in MCF 10a cells; MCF 10A DNA re-replication, Hoechst nuclear intensity, 48 h; Potency, µM (titrated, usually from 46.1 µM), for the others: top-dose activity, positive = re-replication, actives largely listed as activators; 350,000 tested, 2.9% active; AID 624296; note: potency is the fitted concentration of half-maximal effect; % of control where 0% means no effect; nearly all actives have a fitted effect of over 50% in size
HT1080 IDH1KD tx: kills HT-1080 cells with IDH1 knockdown; 360,000 tested, 2% active; HT-1080 IDH1 knockdown viability, ATP luminescence, 48 h; Potency, µM (series often up to 46.1 µM), for the others: top-dose activity, negative = toxicity, usual class: cytotoxic;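 note: potency is the fitted concentration of half-maximal effect; 0% = DMSO wells and -100% = cell-free medium wells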
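% activity derives from luminescence (CellTiter-Glo), normalised to DMSO and no-cell wells. HT-1080-IDH1KD cells, 750/well, had 48 h compound exposure at 37 °C.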
IL-1B inflam inh: inflammasome signaling inhibition, IL-1 beta readout; THP-1 LPS/ATP IL-1B secretion, AlphaLISA, 16 h; hits give low values; activity change, % at 57.5 µM; 360,000 tested, 4.7% active; in the data active = activity change below about -50%; inconclusive = mostly about -30% to -49%; note: % is set by controls: 0 for no effect and ±100 for the full control effect
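THP-1 cells pretreated 1 hr with compounds (up to 57.5 uM final), then stimulated with LPS (250 ng/mL final) plus ATP (1.25 mM final); secreted IL-1B measured by AlphaLISA after 16 hr, decreased signal indicating inhibition.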
SW480 rerep: DNA re-replication induction in SW480 cells. SW480 DNA re-replication, Hoechst DNA content imaging, 48 h. Potency, µM (titrated, usually from 46.1 µM), for inactives: top-dose re-replication activation, usual class: activators. 340,000 tested, 1.8% active. AID 624297; note: potency is the fitted concentration of half-maximal effect; % of control where 0% means no effect; nearly all actives have a fitted effect of over 55% in size
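Treated cells incubate 48 hr (37 C, 5% CO2), are stained 40 min with Hoechst, and nuclear fluorescence is enumerated; a rise in nuclei with high DNA signal marks re-replication.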
S2 tox: viability counter-screen for ATXN expression inhibitors. Potency, µM (titrated, usually from 56.7 µM), most hits filed as cytotoxic. AID 651635. S2 cells (HEK-293 line with an ATXN2-luciferase reporter) viability, CellTiter-Fluor protease fluorescence, 24 h. 400,000 tested, 0.49% active; note: potency is the fitted concentration of half-maximal effect; nearly all actives have a fitted effect of over 40% in size
Active calls of the source: *; i = inactive; ? = inconclusive; . = not tested or not shown; [ ] = remark or other dose. Unless noted, calls come from the whole dose curve; as a rule, active = well fitted curve in the direction sought with a large enough effect; inconclusive = small, poorly fitted or top-dose-only effect, or another doubt; inactive = no such curve, though single readings can be large; an effect the other way counts as inactive or inconclusive.

SMILES	ATXN2 expr inh	HT1080-NT tox	KB-3-1 cytotox	KB-V1 MDR tox	MCF10A rerep	HT1080 IDH1KD tx	IL-1B inflam inh	SW480 rerep	S2 tox
Cc1c(NC(=O)c2ccccc2NS(=O)(=O)c2ccc(F)cc2)c(=O)n(-c2ccccc2)n1C	-2%	-1%	-15%	-32%	3%	13%	4	0%	i
CC(=O)Nc1cccc(OCCCNC(=O)c2ccc(C(C)(C)C)cc2)c1	30%	?	?	7%	0%	15µM*	23	4%	i
Cc1nnc(SCC(=O)N2c3ccccc3CC2C)[nH]c1=O (stereo unspecified)	-6%	16%	8%	15%	-3%	13%	-2	-5%	i
Cc1ccc(S(=O)(=O)N2CCOCC2)cc1C(=O)N(C)CCOc1ccc(Cl)cc1	?	?	?	?	3%	-22%	-16	1%	i
CC(=O)c1cc2c(cc1NC(=O)Cn1nc(-c3ccc(F)cc3)ccc1=O)OCO2	-26%	-13%	-1%	?	6%	-15%	-26	10%	?
C=COCCNC(=S)Nc1ccccc1	22%	28%	-1%	13%	0%	12%	12	-71%[inhibitor]	i
CCOC(=O)C1=C(C)NC(=O)NC1c1cn(-c2ccccc2)nc1-c1ccc(OC(C)C)cc1 (stereo unspecified)	?	.	-4%	0%	.	.	.	.	i
Cc1ccccc1C(=O)Nc1ccc(S(=O)(=O)N2CCCC2)cc1	-7%	-7%	-8%	?	9%	-7%	0	-1%	i
COc1ccc(C(C(=O)NC2CCCC2)N(C(=O)c2ccco2)c2ccccc2OC)cc1 (stereo unspecified)	-1%	-1%	?	-12%	-1%	-5%	-6	1%	i
COc1ccc(CNC[C@H]2O[C@@H](n3ccc(=O)[nH]c3=O)[C@H](O)[C@@H]2O)cc1OC	-6%	1%	?	-4%	-9%	1%	-22	2%	i
CC(=O)NC(Cc1ccccc1F)C(=O)NC1CCN(c2ncccc2[N+](=O)[O-])CC1 (stereo unspecified)	.	1%	2%	-8%	0%	0%	6	-24%	i
COc1ccc(C2=NOC(C(=O)NCc3ccccn3)C2)cc1 (stereo unspecified)	13%	-3%	-3%	?	23%	-3%	19	9%	?
CCN(CC(=O)Nc1ccc(Br)cc1)CC(=O)Nc1cc(C)on1	-12%	-5%	-6%	?	2%	-12%	26	-2%	i
CCOC(=O)c1cnc2c(-c3ccccc3OC)c(C)nn2c1C	-17%	7%	-6%	-16%	2%	9%	0	-16%	i
Cc1cc(CN(C)C(=O)c2ccc3nc(Cc4ccccc4F)oc3c2)n[nH]1	16%	2%	-4%	?	3%	14%	0	-5%	i
O=C(Nc1ccccc1)c1ccc(NCC2CCCO2)c(S(=O)(=O)N2CCOCC2)c1 (stereo unspecified)	1%	-6%	12%	?	0%	-2%	-3	-6%	i
COc1ccc2[nH]c(=O)c3c(c2c1)OC(C)(C)C=C3	20%	?	?	?	?	?	-106*	3%	i
Cn1c(=O)c2c(nc(SCC(=O)Nc3ccc(F)cc3)n2Cc2ccccc2)n(C)c1=O	0%	.	-1%	13%	.	.	.	.	i
CC(=O)N(C(C)=O)N1C(=O)C2C3c4ccccc4C(c4ccccc43)C2C1=O (stereo unspecified)	.	21µM*	9%	?	?	13µM*	-10	1%	i
CSc1ccc(NC(=O)Nc2cc(C)ccn2)cc1	50%[activator]	-5%	22%	0%	4%	-18%	-3	-10%	i

Record cards, from the list above. Values in the order: ATXN2 expr inh	HT1080-NT tox	KB-3-1 cytotox	KB-V1 MDR tox	MCF10A rerep	HT1080 IDH1KD tx	IL-1B inflam inh	SW480 rerep	S2 tox
`CCOC(=O)C1=C(C)NC(=O)NC1c1cn(-c2ccccc2)nc1-c1ccc(OC(C)C)cc1` (stereo unspecified) is listed as ?	.	-4%	0%	.	.	.	.	i
`COc1ccc(C(C(=O)NC2CCCC2)N(C(=O)c2ccco2)c2ccccc2OC)cc1` (stereo unspecified) is listed as -1%	-1%	?	-12%	-1%	-5%	-6	1%	i
`CCOC(=O)c1cnc2c(-c3ccccc3OC)c(C)nn2c1C` is listed as -17%	7%	-6%	-16%	2%	9%	0	-16%	i

(more compounds)
SMILES	ATXN2 expr inh	HT1080-NT tox	KB-3-1 cytotox	KB-V1 MDR tox	MCF10A rerep	HT1080 IDH1KD tx	IL-1B inflam inh	SW480 rerep	S2 tox
COC(=O)c1c(NC(=O)COc2ccc(OC)cc2)sc2c1CCC(C)C2 (stereo unspecified)	?	.	?	?	.	.	.	.	?
CC(C)C1Cc2c(C#N)c(N)n(C)c(=S)c2CO1 (stereo unspecified)	5%	-4%	-5%	-15%	1%	1%	21	-1%	i
COc1ccc(C)cc1NC(=O)CCNS(=O)(=O)c1cccc2nonc12	2%	-12%	-2%	1%	-1%	-9%	0	17%	i
CCOP(=O)(OCC)C(Nc1ccc(C(=O)O)cc1)c1ccccc1 (stereo unspecified)	-9%	-5%	0%	-12%	10%	-6%	-10	-23%	i
COc1ccc(/C=C2\SC(=S)N(CCC(=O)N(CCO)c3ccccc3)C2=O)cc1OC	-5%	0%	6%	-3%	10%	6%	-12	4%	i
CC(C)(C)c1cnnn1-c1ccc(C(=O)CCl)cc1	-30%	?	?	23µM*	16µM*	?	-106*	?	?
O=C(CSc1ccc2c(c1)OCCO2)N1CCN(c2ccccc2O)CC1	-7%	-3%	?	?	9%	0%	0	-1%	i
O=C(CSCc1ccc(Br)cc1)N1CCCC1	11%	22%	5%	-1%	?	20%	-17	-5%	i
CN1CCN(CCCNC(=O)c2ccc3c(Cl)c4c(nc3c2)CCCC4)CC1	.	?	-7%	1%	-10%	-25%	-56*	?	i
C[C@@H](c1ccccc1)N1C[C@@H](COCc2ccccc2)Oc2cc(N3CCC[C@H]3C(N)=O)ccc2S1(=O)=O	?	?	-7%	?	.	-24%	34	.	?
Cc1ccc(C(=O)N/N=C/c2ccc(N3CCOCC3)cc2)c(C)c1	5%	-3%	0%	-16%	0%	-12%	0	-6%	i
O=C(/C=C/c1ccccc1[N+](=O)[O-])NCc1ccncc1	.	-11%	0%	-4%	-8%	-11%	-10	?	i
O=C(C[C@H]1C/C=C\C[C@H](Cc2ccc(F)cc2)C(=O)OC[C@@H]2CCCN2C1=O)N[C@H](CO)Cc1ccccc1	6%	-5%	32%	7%	1%	9%	17	2%	i
CCOC(=O)C1CCCN(C(=O)C2CCN(S(=O)(=O)c3ccc4ccccc4c3)CC2)C1 (stereo unspecified)	-7%	-2%	0%	?	17%	0%	0	-8%	?
Cc1nnc(-n2ncc(C#N)c2N)c2nn(-c3cccc(Cl)c3)c(C)c12	.	10%	11%	-9%	7%	6%	18	-13%	.
CCN(CC(=O)Nc1ccccc1C(F)(F)F)C(=O)c1ccccc1SCC(=O)N1CCCC1	1%	18%	2%	-7%	0%	19%	6	-10%	i
COc1ccc(N(Cc2ccccc2)S(=O)(=O)c2cccc(C(=O)Nc3ccccn3)c2)cc1	42%[activator]	-13%	?	3.7µM*	?	-20%	-7	13%	i
CC(=O)c1cc2c(cc1NC(=O)C1CC1)OCO2	-7%	18%	24%	1%	-1%	18%[9.24 µM]	9	-6%	i
O=C(CNC(=O)c1nc[nH]c1C(=O)NCC(=O)OCc1ccccc1)OCc1ccccc1	-6%	-7%	11%	38%	6%	-17%	22	8%	i
CC1CCCCN1Cc1c(O)ccc2c(=O)c(-c3ccc(Cl)cc3Cl)coc12 (stereo unspecified)	-14%	16%	-5%	?	-23%[9.22 µM]	5%	-22	-10%	i
COc1ccc(CNC(=O)c2cccnc2Sc2ccc(Cl)cc2)cc1	-7%	-9%[9.24 µM]	-1%	-3%	-3%	?	0	-3%	i
Cc1ccc(-c2cc(C(=O)n3cnc4ccccc43)c3ccccc3n2)cc1C	11%	?	0%	-4%	15%	-29%	0	-3%	i
O=C(O)CC(CP(=O)(c1ccccc1)c1ccccc1)C(=O)O (stereo unspecified)	0%	0%	1%	-4%	-9%	9%	1	0%	i
N#CC(c1ccc(O)cc1)N1CCN(C(C#N)c2ccc(O)cc2)CC1 (stereo unspecified)	-7%	-1%	-2%	18%	-9%	15%	0	-4%	i
O=C(NC1CCCC1)C(c1ccc(F)cc1)N(C(=O)c1csnn1)C1CCCC1 (stereo unspecified)	7%	-2%	-5%	?	-2%	-7%	0	-6%	i
Fc1ccc(CN2CCCCCCC2)cc1F	-7%	-6%	-1%	15%	-3%	2%	-8	-5%	i
Cc1cccc(N2C(=O)c3cccc4cccc(c34)C2=O)c1	.	3%	-5%	-11%	18%	1%	-11	-11%	i
CCOc1ccccc1C1N(c2ccc(OC)cc2)C(=O)C2CCCN21 (stereo unspecified)	4%	5%	3%	27%	-2%	0%	35	0%	i
COc1ccc(C(=O)NC(C)(C)C)cc1S(=O)(=O)N1CCCC1	5%	0%	-19%	-22%	-2%	3%	-8	-7%	i
CCN(CC)C(=O)[C@H]1CC(CC(=O)NC/C=C(\C)CCC=C(C)C)C(=O)N2CCc3c([nH]c4ccc(OC)cc34)[C@]12C (stereo partly specified)	?	?	?	?	?	16µM*	-78*	?	25µM*
CCOc1ccccc1Nc1nc(-c2sc(NC(=O)c3ccco3)nc2C)cs1	?	2%	?	?	0%	-11%	21	-1%	?
O=C(NNC(=O)c1cccc(Br)c1)C(=O)N1CCCCC1	.	4%	1%	?	-3%	-2%	-6	0%	i
CSc1ncc(Cl)c(C(=O)Nc2ccc(S(=O)(=O)N3CCOCC3)cc2)n1	-13%	-4%	-18%	-24%	-5%	-7%	?	-7%	i
Cc1c(C)n2c(SCC(=O)Nc3ccc4c(c3)OCCO4)nnc2[nH]c1=O	-5%	-8%	0%	-7%	-7%	0%	-2	-57%[inhibitor]	i
COc1ccc(CC(=O)N2CC(=O)Nc3ccc(Br)cc3C2c2ccc(F)cc2)cc1OC (stereo unspecified)	-13%	.	-1%	?	.	.	.	.	i
Cc1ccc(NC(=O)CCN2C(=O)C3C4CCC(C4)C3C2=O)cc1[N+](=O)[O-] (stereo unspecified)	-10%	-9%	4%	14%	6%	-2%	0	-7%	i
